MT1-MMP txn act = MT1-MMP promoter transcription activation. HT1080 MT1-MMP promoter luciferase reporter, luminescence, overnight; stronger effect = higher value. activation factor at 10 µM. hit rate 0.16% among 86,000. AID 750;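 active = activation factor of at least 2 for MT1-MMP transcription at 10 µM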
TNFa cytotox = toxic to HUVEC cells under TNF alpha stimulation; cell count reduction, % at 2 µM; HUVEC TNFalpha-stimulated, Hoechst cell count, imaging; hit rate 0.17% among 93,000;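 active = cell count reduction exceeding the screen mean by over 5 SD, scaled to untreated wells per plate, cut at about 78% in these data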;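 note: cells counted after 24 h of TNF alpha exposure following the 1 h pretreatment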
LYP inh 2 = blocks human PTPN22 phosphatase activity; Q9Y2R2; recombinant LYP catalytic domain, DiFMUP fluorescence; inhibition, % at 2 µM; hit rate 0.21% among 96,000; AID 640;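 active = inhibition at 2 µM at or above a set limit, the screen mean plus 3 SD, cut at about 24% in these data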;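 note: 0% = DMSO with enzyme and 100% = enzyme fully blocked by orthovanadate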
Target sequence (Q9Y2R2 whole entry, looked up, the tested form may be a part): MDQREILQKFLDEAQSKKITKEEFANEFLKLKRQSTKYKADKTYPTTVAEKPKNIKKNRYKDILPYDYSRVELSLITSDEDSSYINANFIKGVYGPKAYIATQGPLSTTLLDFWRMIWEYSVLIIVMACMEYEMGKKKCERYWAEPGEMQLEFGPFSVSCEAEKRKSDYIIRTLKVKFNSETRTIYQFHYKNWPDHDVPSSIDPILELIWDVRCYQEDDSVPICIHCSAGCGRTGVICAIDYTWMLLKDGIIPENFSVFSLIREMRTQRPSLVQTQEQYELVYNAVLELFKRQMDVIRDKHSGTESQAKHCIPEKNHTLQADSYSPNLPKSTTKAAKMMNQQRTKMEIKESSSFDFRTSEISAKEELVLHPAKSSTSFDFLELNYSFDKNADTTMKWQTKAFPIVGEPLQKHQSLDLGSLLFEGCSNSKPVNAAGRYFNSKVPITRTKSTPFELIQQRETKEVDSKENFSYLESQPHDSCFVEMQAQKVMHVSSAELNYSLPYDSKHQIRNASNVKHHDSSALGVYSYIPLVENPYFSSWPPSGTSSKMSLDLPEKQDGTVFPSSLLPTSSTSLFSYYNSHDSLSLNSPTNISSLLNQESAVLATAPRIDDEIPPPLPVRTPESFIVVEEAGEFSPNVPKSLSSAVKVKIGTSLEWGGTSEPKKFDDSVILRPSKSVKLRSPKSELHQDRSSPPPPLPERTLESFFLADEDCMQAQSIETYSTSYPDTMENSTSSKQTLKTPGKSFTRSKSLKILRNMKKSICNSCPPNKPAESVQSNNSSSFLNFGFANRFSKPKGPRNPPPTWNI
VCAM1 TNFa inh = reduces TNF alpha induced VCAM1 expression in HUVEC; inhibition, % at 2 µM; hit rate 0.48% among 95,000; AID 802; HUVEC TNFa-induced VCAM-1 immunofluorescence, high-content imaging;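 active = inhibition above the batch mean plus 3 SD, with images confirmed as a hit by eye, cut at about 37% in these data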;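 note: 0% = TNF-stimulated DMSO wells and 100% = unstimulated control wells; not every result past the cut was called active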
cytoskel mod = alters cytoskeleton assembly in HUVEC cells; HUVEC TNFa F-actin phalloidin imaging, high content; inhibition, % at 2 µM; hit rate 0.18% among 91,000;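 active = inhibition above the batch mean plus 3 SD and confirmed as a hit by visual image inspection, cut at about 30% in these data, passing the limit was not always enough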; note: strong numbers were not always called active
Candida biofilm = kills Candida albicans biofilms; C. albicans biofilm + clotrimazole, Alamar Blue; inhibition, % at 6 µM; hit rate 0.14% among 85,000;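 active = inhibition above 20%; inactive = inhibition below 20%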;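 note: preformed 24 hr biofilms exposed to compound for 48 hr; 0% = biofilm without compound and 100% = blank killed by clotrimazole plus chlorhexidine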
hDAT+cocaine = modulates human dopamine transporter uptake under cocaine; Q01959; LLC-PK1 hDAT cells, [14C]-dopamine uptake with cocaine IC80; actives deviate in either direction; B-score at 10 µM; hit rate 1.3% among 110,000; AID 449768;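 active = Z score or B-score, a plate-position-corrected score, falls beyond the plate's 99.7% confidence bounds, in either direction; inactive = both scores lie inside the 99.7% bounds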;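 note: scored against the spread of the other compound wells on the same plate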
Smad3 FoxH1 inh = blocks human Smad3 binding to FoxH1 peptide | P84022 | AID 630 | hit rate 0.29% among 88,000 | inhibition, % at 25 µM | TR-FRET Smad3/Dy647-FoxH1 peptide binding, europium anti-His;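 active = compounds that reduce the energy-transfer binding signal between the protein and its labelled peptide by more than half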;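 note: 0% = Smad3 plus labelled peptide maximal FRET and 100% = peptide-only background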
HUVEC tox IL1B = HUVEC cytotoxicity counter-screen, IL-1B stimulated; hit rate 0.41% among 94,000; cell count reduction, % at 2 µM; HUVEC cell count loss, Hoechst imaging;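 active = cell count reduction more than 3 SD above the screen-wide mean, cut at about 70% in these data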;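 note: normalized per plate to untreated control cells as the no-loss baseline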
Active calls of the source: *; / = not tested or not shown; [ ] = remark or other dose. Only part of the results is shown; count on the stated rates, not on these rows.

smiles	Candida biofilm	VCAM1 TNFa inh	TNFa cytotox	hDAT+cocaine	HUVEC tox IL1B	MT1-MMP txn act	LYP inh 2	Smad3 FoxH1 inh	cytoskel mod
Cc1sc2nc(CN(Cc3ccccc3)C(=O)NC3CCCCC3)[nH]c(=O)c2c1C	1	17	-4	0.31	-27	1.1	-7	1	-11
COC(=O)c1cccc(NC(=O)CSc2nnc(C)n2Cc2ccccc2)c1	8	/	/	0.21	/	1.1	/	-6	/
Cc1csc(NC(=O)CSc2nnc(C)n2Cc2ccco2)n1	6	-6	7	-0.95	10	1.1	-11	-5	6
CC(C)OC(=O)CC(=O)CSc1nc2c(cc1C#N)CCCCCC2	8	-8	-20	1.3	-20	1.1	12	-1	18
COC(=O)CNC(=O)CSc1nc(N)cc(=O)[nH]1	/	-2	-27	-0.069	4	/	0	/	0
Clc1ccc(CON/C=N/c2ncnc3sccc23)cc1	/	-15	-10	0.25	10	/	0	/	23
CS(=O)(=O)N1CCN(C(=O)c2cc(-c3ccccc3)nc3ccccc23)CC1	1	-29	/	-0.046	-9	1.1	0	10	4
CCCCN1C(=O)C(O)(CC(=O)c2ccccc2OC)c2ccccc21 (stereo unspecified)	10	/	/	-1.9	/	1	/	2	/
CN1/C(=N\O)c2cccc3cccc1c23	-2	14	-36	1.3	-9	1	5	-8[fluorescence artefact?]	7
COc1cc(C2Nc3ccc4ncccc4c3C3=C2C(=O)CC(C)(C)C3)cc(OC)c1O (stereo unspecified)	0	-13	-26	2.7	-1	1.2	7	17	7
Cc1noc(C(=O)Nc2sc3c(c2C#N)CCC3)c1Cl	7	-6	7	-1.6	-9	1.2	-2	3	-2
COc1ccc2cc(CN(CC3COCCO3)S(=O)(=O)c3c(C)cc(C)cc3C)c(=O)[nH]c2c1 (stereo unspecified)	/	5	-16	-0.15	-7	/	2	/	15
COc1ccccc1CNC(=O)C(C)NS(=O)(=O)c1ccccc1 (stereo unspecified)	4	8	-13	-0.66	-33	1.4	-9	-6	8
CCN1C(=O)C2C(c3ccccc3F)NC(Cc3ccc(O)cc3)(C(=O)OC)C2C1=O (stereo unspecified)	10	2	-21	0.35	-15	1.1	-2	-4	0
CCOC(=O)C(CCCCOc1ccc([N+](=O)[O-])cc1)C(=O)OCC	/	7	-31	0.34	15	/	6	/	0
Cc1ccccc1N1C(=O)CC(Sc2nnc(-c3ccccc3)o2)C1=O (stereo unspecified)	8	10	-18	-0.22	-19	1.2	-6	1[fluorescence artefact?]	-4
O=C(C1CCC(C(=O)N2CCCC2)CC1)N1CCCC1 (stereo unspecified)	6	8	-18	/	1	1	-6	2	-7
CCCS(=O)(=O)N1CCC(C(=O)N2CCN(Cc3ccccc3)CC2)CC1	5	1	6	0.28	-85	1.1	-5	-1	-9
COCC(C)OC(=O)c1c(N)n(CC(C)C)c2nc3ccccc3nc12 (stereo unspecified)	5	-8	-9	0.025	-15	1	-5	7	3
N#Cc1c(N)nc(SCc2ccccc2)c(C#N)c1-c1ccco1	11	2	-11	-0.012	-16	1.1	8	-2	-11
O=C(O)CCC(=O)Nc1ccc(N2CCCCC2)c(C(=O)O)c1	7	-5	-24	-1.2	-15	1.1	0	9	18
CCCCC(=O)Nc1ccccc1C(=O)N1CCOCC1	-3	4	12	0.002	-10	1.2	-3	1	3
O=C(Nc1ccccc1O)c1ccccc1O	3	-3	-24	-0.26	-15	1.3	2	-5	1
O=C(CCC(=O)N1CCc2ccccc21)N1CCc2ccccc21	/	10	-48	/	-25	1	-4	-12	21
CCOC(=O)C1CCN(Cc2ccc(N(C)C)cc2)CC1	3	/	/	-0.075	/	1.3	/	-11	/
CCCC(C)C(=O)Nc1cccc(NC(C)=O)c1 (stereo unspecified)	4	-2	-22	-0.75	0	1.1	-4	2[fluorescence artefact?]	-12
Cc1ccc(-c2cc(C(=O)N/N=C/c3c(C)nn(-c4ccccc4)c3C)[nH]n2)cc1	/	-2	34	/	35	/	2	/	0
Cc1nc(=O)c(-c2ccccc2)c(C)n1Cc1ccccc1	11	/	/	0.2	/	1.2	/	10	/
Cc1ccc(S(=O)(=O)N2CCC(C(=O)NCCCN3CCCCCC3)CC2)cc1	-2	9	-59	-0.15	-16	1	4	-3	-19
N#CCCN1CCn2c1nc1ccccc12	2	/	/	0.06	/	1.1	6	-3	/
CCCSc1nc(=O)n2cccc(C)c2n1	/	7	-36	0.3	-6	/	3	/	20
CCC1c2ccc(C)n2CCN1C(=O)Nc1cc(Cl)ccc1OC (stereo unspecified)	-3	6	-24	0.52	14	1.1	-2	8	2
COc1ccc(-c2noc(CCC(=O)Nc3cc(Cl)c(OC)cc3OC)n2)cc1	2	15	-16	1.1	0	/	-11	0	-1
C=CCN(C(=O)Nc1ccc(F)cc1)C1CC(=O)N(c2ccc(OC)cc2)C1=O (stereo unspecified)	3	-6	-11	-1	15	1	6	-13	-8
Cc1noc(C)c1COC(=O)CN(C)S(=O)(=O)c1ccc(Cl)cc1	3	/	/	-0.41	/	1.2	/	3	/
CC(C)(C)c1nnc(NC(=O)NS(=O)(=O)c2ccccc2)s1	/	5	4	-0.19	-17	/	1	/	23
O=C(CCS(=O)(=O)c1ccc(Br)cc1)Nc1ccc2c(c1)OCO2	8	16	-4	0.15	/	1.3	-3	-2	-4
Cc1cc(C)n2nc(C(=O)OCC(=O)Nc3ccc4c(c3)OCO4)nc2n1	1	-8	-16	0.62	1	1.1	-2	4	39
Cc1cccc(-c2nc(CN3CCCC(C(=O)NC4CCCC4)C3)c(C)o2)c1 (stereo unspecified)	3	-7	21	-2.6	-5	1	-3	-12	15
O=S(=O)(NC1c2cccc3cccc(c23)C1N1CCNCC1)c1ccccc1 (stereo unspecified)	-4	14	-2	-0.78	-14	1.1	-6	-6	-3

Three entries from above, sorted by formula weight, largest number first.
smiles	Candida biofilm	VCAM1 TNFa inh	TNFa cytotox	hDAT+cocaine	HUVEC tox IL1B	MT1-MMP txn act	LYP inh 2	Smad3 FoxH1 inh	cytoskel mod
O=C(CCS(=O)(=O)c1ccc(Br)cc1)Nc1ccc2c(c1)OCO2	8	16	-4	0.15	/	1.3	-3	-2	-4
CCC1c2ccc(C)n2CCN1C(=O)Nc1cc(Cl)ccc1OC (stereo unspecified)	-3	6	-24	0.52	14	1.1	-2	8	2
CCCSc1nc(=O)n2cccc(C)c2n1	/	7	-36	0.3	-6	/	3	/	20

A few values from above.
Value for Cc1ccc(S(=O)(=O)N2CCC(C(=O)NCCCN3CCCCCC3)CC2)cc1 in VCAM1 TNFa inh: 9
Value for COc1ccc(-c2noc(CCC(=O)Nc3cc(Cl)c(OC)cc3OC)n2)cc1 in VCAM1 TNFa inh: 15

Going on with the list:
smiles	Candida biofilm	VCAM1 TNFa inh	TNFa cytotox	hDAT+cocaine	HUVEC tox IL1B	MT1-MMP txn act	LYP inh 2	Smad3 FoxH1 inh	cytoskel mod
CCCCCCS(=O)[C@H]1CS(=O)(=O)C[C@@H]1S(=O)CCCCCC (stereo partly specified)	9	16	2	0.23	-63	1.1	-4	0	-15
CC1CCCCN1CCNC(=O)CN1C(=O)COc2ccccc21 (stereo unspecified)	5	10	-34	0.29	-23	1.2	-6	-2	9
COc1ccccc1CN=Cc1[nH]c2ccc(Br)c(Cl)c2c1O	-1	16	-8	-0.22	4	1	-8	11	6
CC(=O)c1cnc(Nc2nc(C)c3cc(C)ccc3n2)nc1C	-4	0	-2	/	-28	1	-1	-19	-4
COc1ccc(-c2c(=O)n(OCc3ccccn3)c3ccccc3[n+]2[O-])cc1OC	-4	14	-8	0.85	-1	1	-11	-1	18
CCOc1cc(/C=N/NS(=O)(=O)c2ccccc2)ccc1OS(=O)(=O)c1ccc(C)cc1	/	14	-32	1.5	1	/	7	/	-1
O=c1[nH]c2ccc(Cl)cc2c(-c2ccccc2)c1N1CCN(CCO)CC1	9	16	-8	-0.23	-5	1.1	-12	-2	-2
CCN(CC)S(=O)(=O)c1ccc2[nH]c(=O)[nH]c2c1	7	/	/	-0.48	/	1.3	/	3	/
Cc1sc2nc(C3CC3)nc(SCC(=O)N3CC(=O)Nc4ccccc43)c2c1C	/	4	2	0.019	-1	/	7	/	/
Cc1nnc(-c2ccccc2)c[n+]1[O-]	8	18	-2	-0.085	-21	1.3	-2	7	0
CCn1c(/C=C/N(C)c2ccccc2)[n+](CC)c2ccc(Cl)cc21	/	0	-14	0.008	-8	/	5	/	56
COC(=O)c1c(N)n(CCCN2CCOCC2)c2nc3ccccc3nc12	1	9	-12	1.3	-5	1.5	5	-14	-1
CC(C)CC(=O)NCc1ccc(F)cc1	3	5	-8	-0.57	-10	1	12	3	6
OCCCc1nc2n(n1)C(c1cccs1)C=C(c1ccc(Br)cc1)N2 (stereo unspecified)	14	-16	-8	-0.76	-3	/	4	12	-4
COC(=O)C1(c2ccccc2)NC(c2cccs2)C2C(=O)N(c3ccccc3)C(=O)C21 (stereo unspecified)	0	7	-12	-0.3	13	1.1	-7	9	13
CCc1nc2ccccc2c2nc3ccccc3n12	3	-4	-9	0.021	/	1	-7	9	-21
CCOC(=O)c1ccc(Nc2nnc(C(C)(C)C)c(=O)[nH]2)cc1	0	1	-24	0.12	20	1.3	4	4	19
